GPR55 LPI antagonism: GPR55 antagonists blocking LPI-driven arrestin recruitment, primary screen, imaging, U2OS, beta-arrestin-GFP, LPI agonist (AID 2013) | U2OS GPR55 beta-arrestin-GFP translocation imaging, LPI antagonism; higher % means a stronger effect | one-dose inhibition, % at 10 µM; IC50 in µM for titrated hits | 0.13% of 290,000 active;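 active = spots per cell inhibited over 60%, with over 100 cells counted and total cytoplasm intensity under 500,000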;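 note: U2OS cells stably carrying GPR55 and arrestin-GFP stimulated by 5 µM LPI near EC80; imaged beta-arrestin-GFP aggregate spots per cell after agonist stimulation; plate controls were LPI-stimulated DMSO wells for no effect and DMSO wells without LPI for full effect; some results filed as inactive read as strong as hits; confirmed hits need IC50 under 10 µM and bright autofluorescent wells are also inconclusive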
Salmonella PhoP GFP: inhibitors of PhoP regulon expression, primary screen, Salmonella Typhimurium, GFP reporter (AID 1863) | 0.16% of 300,000 active | S. Typhimurium PhoP-regulated promoter GFP reporter, 4 h; higher % means a stronger effect | inhibition, % at 50 µM; hits with a dose series show IC50 in µM;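 active = inhibition over 29.93%, a cutoff 3 SD above the screen mean, later confirmed by dose response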;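 note: 0% = low Mg2+ inducing control and 100% = high Mg2+ repressing control; strong numbers were not always called active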
T cell HTS: modulates CD8 T cell binding to vesicles | 2C CD8+ T cell-vesicle binding, flow cytometry; stronger effect = lower value | calls only at 7 µM | 0.068% of 330,000 active | AID 2052;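 active = response, share of CD8 T cells binding vesicles, and their 90th percentile fluorescence all below set limits, cut at about 80% in these data, passing the limit was not always enough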
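Incubation: binding step 1.5 h, 37 °C, antibody labelling 20 min, ice; system: murine 2C transgenic CD8+ T lymphocytes; technique: cytometric PE anti-B7-1 and Alexa647 anti-CD8 signals after 1% paraformaldehyde fixation; also added: QL9-charged Drosophila Ld/ICAM-1/B7-1 vesicles; control set: naked versus QL9-loaded vesicles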
GPR35 antagonists: GPR35 antagonists blocking zaprinast-driven arrestin recruitment, primary screen, imaging, U2OS, beta-arrestin-GFP, zaprinast agonist (AID 2058); 0.052% of 290,000 active; inhibition, % at 10 µM; hits with a dose series show IC50 in µM; U2OS GPR35 beta-arrestin-GFP translocation imaging, zaprinast antagonism; higher % means a stronger effect;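 active = inhibition of at least 50% with at least 30 cells and total cytoplasm GFP at most 10,000,000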
West Nile virus CPE: West Nile virus antiviral activity, cell-based, CPE readout (AID 1621); West Nile virus-infected cells, CPE inhibition; higher % means a stronger effect; CPE inhibition, % at 10 µM, or IC50 in µM where a hit was titrated; 0.02% of 290,000 active; in the data active = a potency from the dose series; note: strong numbers were not always called active
GPR55 activation: selective activators of receptor GPR55 – imaging, U2OS cells, beta-arrestin-GFP redistribution, primary screen (AID 1961); U2OS GPR55 beta-arrestin-GFP redistribution imaging; higher % means a stronger effect; one-dose activation, % at 10 µM; EC50 in µM for titrated hits; 0.048% of 290,000 active;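 active = activation above 40% with more than 50 cells counted in the well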;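 note: U2OS osteosarcoma cells stably expressing GPR55 and beta-arrestin-GFP; plate controls were DMSO negative control for no effect and LPI positive control for full effect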
KOR beta-arrestin-1: KOR antagonists, beta-arrestin recruitment, cell-based, luminescence, uHTS (AID 1778); KOR beta-arrestin recruitment, luminescence, antagonist mode; higher % means a stronger effect; inhibition, % at 10 µM; hits with a dose series show IC50 in µM; 0.091% of 290,000 active; in the data active = inhibition above about 50%; note: strong numbers were not always called active
KOR beta-arrestin-2: KOR agonists, beta-arrestin recruitment, primary screen, cell-based, luminescence, uHTS (AID 1777). KOR beta-arrestin recruitment, luminescence; higher % means a stronger effect. activation, % at 10 µM; hits with a dose series show EC50 in µM. 0.02% of 280,000 active; in the data active = activation above about 50%, passing the limit was not always enough; note: a part of the inactive calls stands beside numbers as strong as those of hits
NTR1 ag: NTR1-driven beta-arrestin-GFP spot formation – imaging, U2OS cells, high content, primary screen (AID 493036) | agonist mode | 0.17% of 330,000 active | activation, % at 20 µM | P30989;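 active = activation at or above 40% of the spot to cytoplasm intensity ratio, with at least 20 cells analyzed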;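 note: 0% = DMSO without peptide and 100% = 100 nM NTR1 peptide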
Target sequence (P30989 whole entry, looked up): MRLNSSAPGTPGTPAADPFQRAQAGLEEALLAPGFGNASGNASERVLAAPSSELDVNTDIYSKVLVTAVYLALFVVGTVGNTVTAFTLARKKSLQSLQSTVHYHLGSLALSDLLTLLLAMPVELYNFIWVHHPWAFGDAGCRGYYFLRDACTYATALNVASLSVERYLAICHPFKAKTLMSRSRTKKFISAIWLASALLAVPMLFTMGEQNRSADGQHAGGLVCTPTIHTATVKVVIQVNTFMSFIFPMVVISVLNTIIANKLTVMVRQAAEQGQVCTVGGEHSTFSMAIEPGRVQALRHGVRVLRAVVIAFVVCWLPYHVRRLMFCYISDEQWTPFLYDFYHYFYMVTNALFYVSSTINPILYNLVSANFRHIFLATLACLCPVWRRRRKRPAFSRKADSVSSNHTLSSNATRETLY
T cell HTS vesicle-bound %: second read-out of T cell HTS, no call of its own (marks repeat the call); double positive events, %; measured here: CD8+ vesicle-bound cell fraction;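 binding gate set so that unloaded-vesicle control wells show 10% double positive cells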
NTR1 ag cell count 20 µM: second read-out of NTR1 ag, no call of its own (marks repeat the call); cell count; measured here: cell count, cytotoxicity flag
* = called active by the depositor; i = inactive; nt = not tested or not shown; [ ] = another dose, or the depositor's remark.

SMILES	GPR55 LPI antagonism	Salmonella PhoP GFP	T cell HTS	T cell HTS vesicle-bound %	GPR35 antagonists	West Nile virus CPE	GPR55 activation	KOR beta-arrestin-1	KOR beta-arrestin-2	NTR1 ag	NTR1 ag cell count 20 µM
COc1ccc(-c2nc3nc(C)cc(C)n3n2)cc1	-3%	11%	i	22	-2%	-0.3%	-0.1%	15%	-3.8%	-2.7	94
Fc1ccc(-c2ccnc3nc(N4CCOCC4)nn23)cc1	8%	-1%	i	49	0%	-0.1%	0.3%	-23%	1.2%	0.2	83
CCOC(=O)C1=C(c2ccccc2)N=C2SCC(=O)N2C1c1cccc(OC)c1 (stereo unspecified)	4%	-7%	i	45	-3%	-0.1%	-0.1%	-61%	4.2%	0.2	60
Cc1ccc(-n2c(-c3ccccc3)cc(=O)nc2C)cc1	15%	-7%	i	16	-9%	-0.4%	-0.1%	-5%	2.3%	-0.2	51
Cc1ccccc1N(C(=O)c1ccco1)C(C(=O)NC1CCCC1)c1cccnc1 (stereo unspecified)	1%	-1%	i	16	5%	-0.8%	1.3%	-22%	1.2%	0.1	50
COc1cccc(CN2C(=O)C(C)N(C(=O)c3c(F)cccc3F)c3ccccc32)c1 (stereo unspecified)	-11%	19%	i	31	2%	1.4%	0.0%	21%	3.0%	11	89
COc1ccccc1C(CNC(=O)c1ccc(NS(=O)(=O)c2ccc(F)c(C)c2)cc1)N(C)C (stereo unspecified)	21%	7%	i	14	-7%	-0.3%	-0.1%	18%	3.0%	0.9	62
Cc1cc(C)c2c(=O)[nH]c(SCC(=O)N3CCOCC3)nc2n1	1%	nt	i	48	-10%	0.4%	0.4%	-2%[20 µM]	-0.6%	0.8	36
COc1ccccc1C(=O)NCCC(=O)Nc1cccc(C)n1	-3%	-5%	i	68	-7%	0.0%	-0.2%	13%	5.6%	-0.4	46
COCC(=O)n1nc(-c2ccc(Cl)cc2)nc1NCc1ccc(F)cc1	4%	-9%	i	34	-6%	0.6%	-0.2%	-1%	2.4%	3.6	93
O=C(Nc1cccc(NC(=O)N2CCN(c3ccccc3)CC2)c1)N1CCN(c2ccccc2)CC1	15%	-8%	i	12	13%	1.1%	0.1%	8%	0.0%	1.5	44
CCc1ccc(-c2cc(C(F)(F)F)n3nc(C(=O)Nc4c(C)nn(Cc5ccc(F)cc5)c4C)cc3n2)s1	-1%	17%	i	26	8%	0.6%	0.0%	-2%	-1.4%	4.1	54
CCc1cccc(NC(=O)Cn2c3[n+](c4ccc(C(F)(F)F)cc42)CCCCC3)c1	48%	16%	i	7	4%	-0.2%	0.4%	nt	nt	-1.2	42
Cn1c(=O)c2c(nc(Sc3ncccn3)n2Cc2ccc(Cl)cc2)n(C)c1=O	-8%	-14%	i	43	-1%	-0.5%	-0.1%	-33%	1.1%	0.1	97
O=c1[nH]c(SCc2ccccc2Cl)nc2c1CCCC2	-3%	7%	i	51	26%	-0.4%	-0.1%	-5%	0.7%	5.9	52
Cc1nc(N2CCN(C)CC2)c2c(C)c(C(=O)Nc3ccc(F)cc3)sc2n1	11%	1%	i	15	2%	0.2%	-0.1%	-47%	-0.4%	0.0	34
CCN(c1cccc(C)c1)S(=O)(=O)c1ccc(-c2cc(C)no2)s1	-22%	-5%	i	46	-2%	1.6%	-0.2%	-64%	5.4%	1.9	49
O=C(NC(=S)Nc1ccccc1)c1cccs1	-1%	1%	i	10	-15%	1.0%	0.2%	-4%	4.6%	1.5	42
CCCN(CCC)CCCNS(=O)(=O)c1cc(Br)cc2c1N(C(C)=O)CC2	10%	11%	i	36	-7%	-0.4%	-0.1%	-6%	0.0%	5.9	48
COc1ccc(C2=NOC3(CC(=O)N(c4ccc(F)cc4)C3=O)C2)c(OC)c1 (stereo unspecified)	-2%	3%	i	11	-11%	-0.3%	-0.1%	8%	-4.0%	0.5	56
Cc1ccccc1NC(=O)C1CCCN(S(=O)(=O)c2cccc3cccnc23)C1 (stereo unspecified)	3%	5%	nt	nt	-9%	-0.1%	0.2%	-12%	-3.4%	3.5	61
Cc1ccccc1-n1c(-c2ccc(=O)[nH]n2)n[nH]c1=S	0%	nt	i	54	-10%	0.0%	0.2%	9%[20 µM]	-6.5%	-0.8	88
Cc1noc(C)c1COC(=O)CCc1ccc(S(=O)(=O)N2CCCCC2)cc1	3%	0%	i	15	5%	0.3%	-0.3%	10%	-5.7%	3.4	39
COc1ccc(C(=O)N2CCC(O)(c3ccc(F)cc3)CC2)cc1OC	0%	8%	i	25	8%	0.0%	0.0%	-7%	1.0%	2.0	50
CCc1nnc(NC(=O)CSc2nnc(-c3ccc(NS(=O)(=O)c4ccccc4)cc3)o2)s1	1%	-13%	i	7	-4%	0.4%	0.7%	-35%	-4.2%	0.3	66

Following part:
SMILES	GPR55 LPI antagonism	Salmonella PhoP GFP	T cell HTS	T cell HTS vesicle-bound %	GPR35 antagonists	West Nile virus CPE	GPR55 activation	KOR beta-arrestin-1	KOR beta-arrestin-2	NTR1 ag	NTR1 ag cell count 20 µM
CCNC(=O)CN(C1CCCCC1)S(=O)(=O)c1ccc(F)cc1	12%	2%	i	30	6%	-0.3%	-0.3%	-17%	-2.5%	-0.3	75
CN(C)S(=O)(=O)c1cccc(NC(=O)CN2C(=O)NC(CCc3ccccc3)C2=O)c1 (stereo unspecified)	-4%	1%	i	54	6%	0.3%	-0.5%	-7%	-3.3%	-0.7	50
COc1cccc(-c2c3c([nH]c(=O)c2C#N)CCc2cc(OC)ccc2-3)c1	-1%	-3%	i	61	2%	0.1%	-0.3%	33%	1.2%	3.3	59
Cc1cc2nc(=O)c(/C=C3\C=Nc4ccccc43)c(N)n2o1	-12%	-9%	i	43	15%	0.0%	0.3%	18%	9.2%	22	43
O=C(c1ccc(F)cc1)N(C(=O)c1ccc(F)cc1)c1ncccn1	13%	-1%	i	58	-8%	1.3%	0.6%	16%	-0.2%	-0.4	34
CCC(C)NC(=S)Nc1ccccc1OC (stereo unspecified)	7%	-9%	i	25	10%	1.2%	0.4%	nt	1.6%	1.1	59
COCCNC(=O)CS(=O)(=O)Cc1nc(-c2ccc(C)cc2)oc1C	5%	-5%	i	15	6%	-0.3%	-0.1%	-21%	-6.6%	-1.2	90
COc1cccc(CC(NC(C)=O)C(=O)NC2CCN(S(=O)(=O)c3ccc(NC(C)=O)cc3)CC2)c1 (stereo unspecified)	1%	-10%	i	61	8%	-0.1%	0.1%	-14%[20 µM]	2.2%	-0.9	40
O=[N+]([O-])c1ccc(N2CCN(CCOc3nonc3-c3ccccc3)CC2)c(Cl)c1	0%	23%	i	36	0%	-1.2%	-0.1%	-30%	-0.1%	1.8	54
COc1ccc(C(=O)NNS(=O)(=O)c2ccccc2)cc1OC	-26%	1%	i	19	5%	0.6%	-0.2%	-8%[20 µM]	5.4%	-0.2	63
Cc1nc(Nc2cccc(C(C)O)c2)c2nnn(Cc3ccc(F)cc3)c2n1 (stereo unspecified)	13%	-2%	i	46	-7%	-1.2%	0.2%	-48%[20 µM]	nt	2.1	60
COc1ncccc1-c1nnn(-c2ccc(Cl)c(Cl)c2)n1	-1%	-15%	i	58	0%	-0.9%	-0.2%	-16%	4.2%	7.4	39
COc1ccc(C)cc1NC(=O)CN1C(=O)COc2ccc(S(=O)(=O)N3CCCCCC3)cc21	8%	-5%	i	25	-25%	0.1%	0.3%	-20%	-7.8%	1.1	49
CCOC(=O)c1[nH]c2ccc(F)cc2c1NC(=O)c1cc(OC)c(OC)c(OC)c1	4%	-3%	i	27	5%	0.0%	0.5%	-8%	-1.9%	1.6	63
COc1ccc(/C=N/NC(=O)C2c3ccccc3-c3ccccc32)cc1	10%	3%	i	18	5%	-0.7%	-0.5%	28%	-2.7%	0.0	49
COc1ccc(/C=C2\SC(=N)N(c3ccc(F)cc3)C2=O)cc1	24%	6%	i	35	-1%	0.4%	0.2%	-67%[20 µM]	-14%	-1.9	54
Cc1cccc(C)c1NC(=O)C(NC(=O)c1ccccn1)c1ccccc1[N+](=O)[O-] (stereo unspecified)	7%	-4%	i	61	21%	-0.8%	0.1%	40%	5.4%	-0.7	86
O=C(NCC1COc2ccccc2O1)c1ccc(Br)s1 (stereo unspecified)	13%	-2%	i	30	5%	0.3%	0.3%	-4%	-3.9%	-0.3	40
COC1=C(Nc2ccccc2)C(=O)c2ccccc2C1=O	-4%	17%	i	44	-11%	-1.3%	-0.2%	8%	2.4%	3.3	32
COc1ccc(NC2CCCN(C(=O)CSc3ccccc3)C2)cc1OC (stereo unspecified)	12%	-3%	i	34	3%	-0.8%	0.0%	0%	0.0%	0.0	52
Cn1c(-c2cc3c(C(F)(F)F)nn(C)c3s2)n[nH]c1=S	-13%	-2%	i	16	8%	-0.3%	0.1%	11%	-3.1%	0.1	63
CCCc1cc(=O)oc2cc(C)c(CN3CCCC3)c(O)c12	-6%	-6%	i	34	14%	nt	-0.2%	15%	2.2%	-0.4	83
NS(=O)(=O)c1ccc(NC(=O)c2cc(-c3cc(Cl)ccc3O)n[nH]2)cc1	-5%	9%	i	32	-9%	10%	0.4%	-36%	3.8%	5.7	85
CCCC(=O)OCC(=O)Nc1cc(C(C)(C)C)nn1-c1ccccc1	-2%	0%	i	58	8%	0.2%	-0.2%	-4%	-4.0%	-1.8	54
CCNC(=S)NNC(=O)c1cc(-c2ccc(OC)cc2)nc2ccccc12	-2%	-3%	i	40	9%	-1.1%	1.0%	-26%	-3.5%	0.1	63
CCN(CC)C(=O)Cn1cc(C(=O)C(=O)NCc2ccco2)c2ccccc21	7%	1%	i	24	4%	-1.4%	-0.2%	28%	-2.4%	2.5	61
O=C(NCc1ccccc1)c1cccc(F)c1F	-1%	-8%	i	12	-15%	0.0%	-0.1%	-36%[20 µM]	7.0%	2.3	44
COc1ccc(C2Nc3ccccc3C(=O)N2c2ccc(F)cc2)cc1Cn1nnc2ccccc21 (stereo unspecified)	-6%	1%	i	46	3%	-0.2%	0.1%	7%	6.3%	-1.2	58

From PubChem
